Screens as filed in PubChem.
GASC-1 inh: human JMJD2C demethylase inhibition; Q9H3R0; GST-JMJD2C(1-420) H3K9me3 demethylation, DELFIA europium; inhibition, % at 2.35 µM; 330,000 compounds, 0.069% hits;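 active = more than half of a compound's replicate wells show inhibition beyond 50%, single wells judged on their own value; inconclusive = some, but no more than half, of replicates pass 50% inhibition; inactive = no replicate passes 50% inhibition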;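 also: signal counts dimethyl H3K9 product captured on neutravidin plate; 0% = median of DMSO wells and 100% = 0.3 times that DMSO median; strong numbers were not always called active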
Yeast superoxide: yeast age-related superoxide inhibition as caloric restriction mimetic; S. cerevisiae aged cells, superoxide DHE fluorescence; hits give low values; superoxide response (% of plate mean), % at 10 µM; 330,000 compounds, 0.18% hits; AID 2690;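 active = superoxide response under a set limit, about three screen SD below normal, cut at about 65% in these data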;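 also: yeast aged for seven days with compound at 30 °C before DHE staining; 100% = average MFI of all compound-treated wells on the plate with controls excluded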
CTSL1 counter: cathepsin L1 inhibition, PFM18AAP counter-screen; recombinant F. hepatica cathepsin L1, Z-Leu-Arg-MCA fluorescence; inhibition, % at 5.96 µM; 300,000 compounds, 0.49% hits; AID 1906;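 active = inhibition above the mean of all tested compounds plus 3 SD, set per screening campaign, cut at about 17% in these data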;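 also: 0% = plate median of test compound wells and 100% = 1 µM Z-Phe-Ala-diazomethylketone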
TPT1 inhibitor: blocks Candida albicans tRNA 2'-phosphotransferase; recombinant caTPT1, FP RNA substrate dephosphorylation; inhibition, % at 5 µM; 300,000 compounds, 0.81% hits;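 active = inhibition above the mean of all tested compounds plus 3 SD, set per screening campaign, cut at about 24% in these data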;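 also: plate controls were DMSO alone for no effect and ferristatin control at 100 nM for full effect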
EBNA-1 inhibitor: blocks EBNA-1 binding to DNA; EBNA-1 DNA binding, fluorescence polarization; inhibition, % at 14.8 µM; 300,000 compounds, 0.34% hits; in the data active = inhibition above about 28%
core dimer inh: HCV core protein dimerization inhibition; TR-FRET GST/Flag-core106 dimerization, 1536-well; inhibition, % at 5 µM; 300,000 compounds, 0.33% hits; AID 1899;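 active = inhibition above the mean of all tested compounds plus 3 SD, set per screening campaign, cut at about 45% in these data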
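Material: GST/Flag-tagged HCV core106 proteins. Incubation: 4 h, 22.5 °C incubation. Read-out basis: inhibition (%) from 671 over 617 nm ratio. Measured by: TR-FRET, excitation 340 nm, emission 617 and 671 nm.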
ZTA counter: ZTA (EBV) inhibition in EBNA-1 counter-screen; inhibition, % at 11 µM; P03206; AID 2234; 320,000 compounds, 0.15% hits; ZTA-DNA binding, fluorescence polarization; in the data active = inhibition above about 33%
Target sequence (P03206 whole entry, looked up): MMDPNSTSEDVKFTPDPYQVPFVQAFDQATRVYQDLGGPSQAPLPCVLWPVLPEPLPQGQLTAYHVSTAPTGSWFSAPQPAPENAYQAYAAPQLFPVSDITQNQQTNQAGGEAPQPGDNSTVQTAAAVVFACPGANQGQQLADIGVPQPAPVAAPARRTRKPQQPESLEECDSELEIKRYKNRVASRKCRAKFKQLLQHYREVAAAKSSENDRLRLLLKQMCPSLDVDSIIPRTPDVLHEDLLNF
PP1 counter: counter-screen for PP5 inhibitors: inhibitors of human PP1-alpha; P62136; purified PP1alpha, OMFP fluorescence; inhibition, % at 6.7 µM; 320,000 compounds, 0.9% hits; AID 2235;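 active = inhibition above the mean inhibition of all tested compounds plus 3 SD, computed separately for each screening campaign, cut at about 15% in these data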
Target sequence (P62136 whole entry, looked up): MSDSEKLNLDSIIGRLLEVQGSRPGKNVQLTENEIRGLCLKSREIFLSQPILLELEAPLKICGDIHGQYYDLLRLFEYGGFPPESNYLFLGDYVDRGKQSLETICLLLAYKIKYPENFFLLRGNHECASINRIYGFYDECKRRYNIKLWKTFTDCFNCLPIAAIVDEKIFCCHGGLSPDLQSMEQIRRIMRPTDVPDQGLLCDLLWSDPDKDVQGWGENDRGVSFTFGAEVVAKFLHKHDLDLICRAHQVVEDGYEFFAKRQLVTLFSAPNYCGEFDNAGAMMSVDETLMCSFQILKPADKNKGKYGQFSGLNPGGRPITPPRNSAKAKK
PP5 inh: inhibitors of human protein phosphatase 5 (PP5); P53041; purified PP5c, OMFP substrate fluorescence; inhibition, % at 6.7 µM; 320,000 compounds, 0.18% hits; AID 1987;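 active = inhibition above the campaign's mean inhibition across all tested compounds plus 3 SD, cut at about 9.5% in these data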;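 also: 0% = DMSO only and 100% = 100 µM cantharidin control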
Target sequence (P53041 whole entry, looked up): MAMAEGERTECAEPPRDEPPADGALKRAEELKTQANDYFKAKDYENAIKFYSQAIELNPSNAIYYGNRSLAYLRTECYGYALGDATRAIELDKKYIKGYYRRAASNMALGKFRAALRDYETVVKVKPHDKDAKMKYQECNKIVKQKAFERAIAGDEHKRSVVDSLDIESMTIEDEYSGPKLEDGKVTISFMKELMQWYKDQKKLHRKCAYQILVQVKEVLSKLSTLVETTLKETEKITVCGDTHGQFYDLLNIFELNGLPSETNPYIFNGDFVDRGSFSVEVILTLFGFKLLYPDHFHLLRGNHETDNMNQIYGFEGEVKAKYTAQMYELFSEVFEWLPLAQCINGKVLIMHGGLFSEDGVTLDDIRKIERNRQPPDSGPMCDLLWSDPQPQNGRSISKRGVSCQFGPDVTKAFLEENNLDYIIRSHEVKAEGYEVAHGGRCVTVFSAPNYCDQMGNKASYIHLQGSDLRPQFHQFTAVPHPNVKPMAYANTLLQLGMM
* marks the source's active call; other numbers are inactive results; i = inactive; ? = inconclusive; · = not tested or not shown.

SMILES	GASC-1 inh	Yeast superoxide	CTSL1 counter	TPT1 inhibitor	EBNA-1 inhibitor	core dimer inh	ZTA counter	PP1 counter	PP5 inh
O=c1c(Cl)c(N2CCN(c3ccc(F)cc3)CC2)cnn1-c1nc2ccccc2s1	-15	90	-1	1	16	4	-3	-2	0.1
Cc1ccc(-n2ncc3c(NCC4CCCO4)ncnc32)c(C)c1 (configuration not stated)	-1	106	-1	2	-7	1	11	-10	-5.4
CC(=O)NC(CCS(C)(=O)=O)C(=O)N1CCc2ccccc21 (configuration not stated)	-2	103	-1	3	5	-1	1	-5	-1.9
O=C(NCCc1ccccc1)C1CC1	0	100	1	-1	8	3	-8	-3	-1.0
COc1ccc(-n2c(=S)[nH]c3cc(C(=O)Nc4ccccc4OC)ccc3c2=O)cc1	6	103	-1	0	-13	-4	6	-2	3.1
COc1ccccc1OCc1nnc(SCC(=O)NCc2ccco2)n1-c1ccccc1	-13	90	-1	-9	-7	-2	-14	-2	1.9
N#Cc1c(NC(=O)C2CC(c3c(F)cccc3Cl)=NO2)sc2c1CCC2 (configuration not stated)	18	118	-2	-2	-1	6	13	4	3.4
c1ccc(-n2cnc3ccccc32)nc1	4	92	-3	2	-8	-12	-21	-1	2.4
Cc1cc(=O)n2nc(N3CCCC(C(=O)NCCc4ccccc4)C3)sc2n1 (configuration not stated)	1	97	4	1	3	0	-1	0	0.1
CCc1nnc(NC(=O)CSc2nc(-c3ccccc3)c(-c3ccccc3)o2)s1	-17	94	4	-2	5	2	-1	-2	2.7
COC(=O)Nc1nnc(Cc2ccccc2)s1	-3	109	-2	-5	-14	2	1	3	3.3
CCN(CC)S(=O)(=O)c1cccc(-c2nnc(SCC(=O)N3CCC(C(=O)O)CC3)n2N)c1	3	117	-1	0	-11	-4	0	-5	-0.2
COc1ccc(-n2c(NN)nc3sc4c(c3c2=O)CCCC4)cc1	2	120	-4	-4	-6	2	2	-9	-5.3
O=C(NC1CCCCC1)c1cc2cc(Br)ccc2o1	-8	96	1	3	10	2	-4	0	2.7
CCN(CC)c1ccc(N=Cc2c(C)[nH]c3ccccc23)cc1	-14	96	0	9	199*	-15	188*	2	2.4
Cc1ccc(-c2csc3ncnc(-n4nnc5ccccc54)c23)cc1C	-25	90	1	0	-9	4	-21	0	0.9
COc1ccc2c(c1)CCN=C2Cc1ccc(OC)c(OC)c1	-12	95	0	0	2	-2	-4	-1	0.7
Cc1ccccc1-n1ncc2c(SCC(=O)NCc3cccs3)ncnc21	0	91	-3	-1	-7	0	4	5	0.8
COc1ccc(-c2csc(N3N=C(C)C(C)C3=O)n2)cc1 (configuration not stated)	3	91	0	0	-10	-9	5	-2	-2.4
CCOC(=O)c1cnc2c(-c3cccc(Br)c3)cnn2c1C	-8	108	-1	-3	3	-11	-32	1	1.4
O=[N+]([O-])c1cc(C(F)(F)F)ccc1NCC1CCCO1 (configuration not stated)	-11	91	2	0	-5	-6	-9	2	-0.1
CN(CCOc1ccccc1)C(=O)C1CCC(=O)N(CCCN2CCCC2=O)C1 (configuration not stated)	-5	94	-3	-4	4	-11	-11	-1	2.1
CC(C)C[C@H](NC(=O)c1nc[nH]c1C(=O)NCC(=O)OCc1ccccc1)C(=O)OC(C)(C)C	-6	106	12	-3	3	8	4	8	8.8
COc1ccc(S(=O)(=O)N2CCCOC2CNC(=O)C(=O)NCc2cccnc2)cc1 (configuration not stated)	4	112	-3	-5	5	4	0	-2	1.7
CSCCC(=O)Nc1cc(S(=O)(=O)N2CCOCC2)ccc1N1CCN(C)CC1	-1	90	17	0	-9	-5	-15	-1	1.2
SMILES	GASC-1 inh	Yeast superoxide	CTSL1 counter	TPT1 inhibitor	EBNA-1 inhibitor	core dimer inh	ZTA counter	PP1 counter	PP5 inh
CCCCCn1c(=O)[nH]c2cc(C(=O)NCCN3CCCCC3C)ccc2c1=O (configuration not stated)	4	93	-2	2	6	8	-3	0	2.9
CNC(=S)NCCc1cc2c(OC)ccc(OC)c2[nH]c1=O	1	116	1	2	10	-6	13	-2	0.3
Cn1c(NCc2cccs2)nc2ccccc21	2	103	2	-1	7	-1	-30	2	-3.9
CNC(=O)c1[nH]cnc1C(=O)N[C@@H](CC(C)C)C(=O)OCc1ccccc1	-4	108	0	-1	4	-14	-14	-1	4.6
COC(=O)c1cc(NC(=O)CN2CCc3cc4c(cc3C2)OCCCO4)cc(C(=O)OC)c1	i	88	0	1	-15	2	1	-2	4.9
CCOc1ccccc1NC(=O)C(C)N1C(=O)c2ccccc2S1(=O)=O (configuration not stated)	89	105	-6	-3	-4	0	15	-2	1.3
CCCC(=O)Nc1ccc2nc(SCC(=O)Nc3nccs3)sc2c1	3	92	4	-3	12	-2	-2	-4	0.2
Cc1ccc(OCC(=O)NCCO)cc1C	1	96	-2	-1	-3	-2	-7	-1	0.7
O=C(COC(=O)c1cc[n+]([O-])cc1)Nc1ccc(Br)cc1	2	90	·	·	·	·	5	0	0.2
C/C(=N\N(Cc1ccccc1)c1ccccc1)c1cccnc1	-18	94	4	-1	-3	5	2	-2	1.1
COc1ccc(C(CNC(=O)c2cc(C)oc2C)N2CCOCC2)cc1 (configuration not stated)	?	97	-1	5	-9	2	-14	2	4.2
CN(C)c1cccc(N(C)C)c1CNC(=O)NC(=O)c1c(F)cccc1F	4	99	2	0	-8	5	1	5	3.5
O=C(NNS(=O)(=O)c1ccc(F)cc1)c1ccccc1O	2	93	1	-3	-5	-7	-17	1	1.1
COc1cc2c(cc1NC(=O)CSc1ccccc1)oc1ccccc12	2	87	-1	-1	7	3	33*	9	1.8
O=C(c1cnc2sccn2c1=O)N1CCc2ccccc2C1	-1	91	-2	3	-5	-6	-21	-5	1.9
O=C(CNC(=O)c1ccco1)OCN1C(=O)c2ccccc2C1=O	7	94	28*	-1	6	1	-4	-3	-0.7
Cc1ccc(NC(=S)NNC(=O)c2cn(C)nc2C)cc1	2	99	-2	-4	-6	-3	-7	-2	2.0
CC(C)N(C(=O)C(=O)c1cccn1-c1ccccc1C#N)C(C)C	8	87	0	-4	5	1	-7	-1	0.3
CC(=O)Nc1ccc(NS(=O)(=O)c2cc(C)sc2C)cc1	-17	85	13	-2	-13	1	-9	-7	0.2
CCOc1ccc2[nH]c3nc(SCC(=O)OC(C)C)nnc3c2c1	34	100	-2	-2	1	0	3	-3	0.3
Cc1[nH]c2ccccc2c1C(C[N+](=O)[O-])c1ccco1 (configuration not stated)	11	104	5	-2	9	13	4	3	2.0
COc1ccc(S(=O)(=O)Nc2nnc(C(C)(C)C)s2)cc1	?	95	1	0	6	2	6	-4	1.5
CCOC(=O)C1CCN(C=Nc2cc(C)on2)CC1	-6	97	-2	-3	-6	-2	1	-1	3.6
COc1ccc(C2c3ccc(O)cc3Oc3ncn4nc(-c5ccccn5)nc4c32)cc1OC (configuration not stated)	-5	101	-2	12	-15	5	-17	3	2.4
CC(C)NC(=O)C1(c2ccccc2)CCOCC1	-16	101	-3	-6	13	-3	-6	-2	-0.9

One compound at a time, from the list above. Values in the order: GASC-1 inh | Yeast superoxide | CTSL1 counter | TPT1 inhibitor | EBNA-1 inhibitor | core dimer inh | ZTA counter | PP1 counter | PP5 inh
`CCOc1ccc2[nH]c3nc(SCC(=O)OC(C)C)nnc3c2c1` as listed: 34 | 100 | -2 | -2 | 1 | 0 | 3 | -3 | 0.3
`CCOC(=O)C1CCN(C=Nc2cc(C)on2)CC1` as listed: -6 | 97 | -2 | -3 | -6 | -2 | 1 | -1 | 3.6
`COc1ccc(S(=O)(=O)Nc2nnc(C(C)(C)C)s2)cc1` as listed: ? | 95 | 1 | 0 | 6 | 2 | 6 | -4 | 1.5
`COc1ccc(S(=O)(=O)N2CCCOC2CNC(=O)C(=O)NCc2cccnc2)cc1` (configuration not stated) as listed: 4 | 112 | -3 | -5 | 5 | 4 | 0 | -2 | 1.7
`CNC(=O)c1[nH]cnc1C(=O)N[C@@H](CC(C)C)C(=O)OCc1ccccc1` as listed: -4 | 108 | 0 | -1 | 4 | -14 | -14 | -1 | 4.6

Carrying on:
SMILES	GASC-1 inh	Yeast superoxide	CTSL1 counter	TPT1 inhibitor	EBNA-1 inhibitor	core dimer inh	ZTA counter	PP1 counter	PP5 inh
COc1cc(CN2CCC(n3nccc3NC(=O)CCCc3ccccc3)CC2)ccc1F	3	100	7	2	-2	-3	2	-1	0.1
CC(=O)NC(Cc1ccccc1)C(=O)N1CCN(C(=S)NCC(C)C)CC1 (configuration not stated)	7	120	-1	2	2	3	18	1	0.6
CC(C)(C)c1ccc(S(=O)(=O)Nc2cccnc2)cc1	47	104	-5	1	-2	4	-11	-8	1.1
FC(F)(F)c1cc(-c2ccco2)nc(-n2nc(C(F)(F)F)cc2C2CC2)n1	6	105	0	2	-6	2	-3	3	5.1
CCN1CCN(Cc2ccc(NC(=O)c3ccc(C)c(NC(=O)c4ccno4)c3)cc2C(F)(F)F)CC1	i	100	4	-1	7	-11	-5	-1	1.1
OCC1(CCOc2ccccc2)CCN(Cc2cn[nH]c2-c2ccc(F)cc2)CC1	-14	101	1	3	-1	3	13	-5	-1.6
Cc1cc(NC(=O)c2ccc(F)cc2)n(-c2ccccn2)n1	-6	109	5	-1	6	5	6	-2	0.1
Cc1cc(C)cc(OC(C)c2ccnc3nc(/N=C/N(C)C)nn23)c1 (configuration not stated)	·	95	1	-5	-17	0	2	-7	1.2
CC(C)N(C(=O)COC(=O)c1ccc(Cl)nc1)C(C)C	-13	87	-3	0	0	-2	-5	3	-2.9
Cc1cccc(OCCNC(=O)c2ncn[nH]2)c1	-3	92	-3	-4	-2	2	-11	-2	0.8
CCC(C)c1ccccc1NC(=O)C(C)OC(=O)c1ccco1 (configuration not stated)	-9	89	1	0	2	4	-1	-1	-3.0
c1ccc(-c2nc[nH]c2-c2ccccc2)cc1	3	87	-3	1	-11	-6	-12	0	3.8
COc1ccc(CN(CC2CCC(C(=O)O)CC2)C(=S)Nc2ccc(C)c(Cl)c2)cc1 (configuration not stated)	3	116	0	5	-4	10	7	3	0.4
O=C(CCc1nnc2ccc(NCc3ccc(Cl)cc3)nn12)NC1CCCCC1	-1	93	-3	0	-7	4	1	10	-1.0
CCC(C)[C@H](NC(=O)[C@@H]1Cc2c([nH]c3ccccc23)C2c3ccccc3C(=O)N21)C(=O)N1CCC[C@@H]1C(=O)O (some centres not stated)	8	83	0	-1	5	1	-8	-1	-0.5
COc1ccc(C(=O)Nc2cc(C)nn2-c2ccc(F)cc2)cc1	-12	93	0	-1	3	-6	-5	-1	0.2
C=C(C)CN(CC)C(=O)COc1ccc(S(=O)(=O)Nc2ccc(OC)cc2)cc1	1	101	-3	-4	11	-16	-14	1	1.1
Cc1ccc(NC2=C(N3CCOCC3)C(=O)c3ccccc3C2=O)cc1	-9	129	17*	-2	-2	-33	-2	1	10*
CC1=C(C#N)C(NC(=O)c2ccco2)(C(F)(F)F)C(=O)N1 (configuration not stated)	2	109	-3	3	1	-2	-15	-3	2.0
Cc1ccc2cc3cc(C(=O)NCCCN4CCc5ccccc5C4)oc3nc2c1	12	110	12	-1	-4	0	0	-4	2.9
O=C(CN1C(=O)c2ccccc2C1=O)Nc1ccccc1C(F)(F)F	-6	105	1	-4	1	-3	-2	-3	2.2
C/C(CC(=O)Nc1cccc(C(F)(F)F)c1)=N\NC(=O)c1ccncc1	0	107	1	0	9	4	10	-2	1.3
O=C1c2ccccc2N2C(=O)c3ccccc3C2N1O (configuration not stated)	-11	93	-3	-1	-4	2	6	0	2.3
CC(=C\c1ccccc1)/C=C1/SC(=O)N(CCCC(=O)Nc2ccc(C(=O)O)cc2)C1=O	-17	96	-1	2	-17	21	4	2	3.0
CCCc1cc(=O)oc2c(C)c(OCC(=O)Nc3cccnc3)ccc12	?	97	2	0	0	0	10	0	1.4
O=C(OCC(=O)N1CCCc2ccccc21)c1cccc(S(=O)(=O)N2CCc3ccccc32)c1	0	97	-4	-1	-4	16	5	1	1.2
